Abeta rescue = qHTS for compounds that reverse cellular toxicity of Amyloid beta (A-beta) peptide in yeast: Primary Screen | yeast expressing A-beta42, growth rescue, OD600, 48 h; response scale: 0% DMSO, 100% iron-clioquinol control | Potency, µM (series often up to 46.1 µM), for inactives: at the top dose growth rescue, hits mostly activators | actives 0.063% (n = 410,000) | AID 1347071, 2019; further: potency means the concentration at half of the fitted maximal effect; nearly all actives have a fitted effect of over 55% in size
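Growth rescue measured by 600 nm absorbance after 48 h yeast culture at 30 C with compound. Values normalized between DMSO and an equimolar ferric chloride plus clioquinol control.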
A549 tox = Nrf2 qHTS screen for inhibitors: counterscreen for cytotoxicity | actives 0.16% (n = 390,000) | Potency, µM (series often up to 46 µM), for the others: at the top dose activity change, negative = cytotoxicity, actives largely listed as inhibitors | A549 ARE-Fluc cells, CellTiter-Fluor viability, 18-24 h | AID 504648, 2011; further: potency means the concentration at half of the fitted maximal effect; on the % scale 0 is the no-effect control and ±100 the full control effect
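Cytotoxicity counterscreen: CellTiter-Fluor fluorescence was measured in A549 ARE_Fluc cells after 18-24 h of compound exposure in a concentration series. The subsequent BugLite luminescent read reports ARE-luciferase activity.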
HepG2 viability = qHTS for Inhibitors of TGF-b: Cytotox Counterscreen; actives 0.76% (n = 410,000); Potency, µM (series often up to 46.1 µM), without a hit: at the top dose activity change, negative = cytotoxicity, actives largely listed as cytotoxic; HepG2 CAGA-GFP viability, ATP luminescence, 18 h; further: potency means the concentration at half of the fitted maximal effect; some results filed as inactive show a strong effect at the top dose
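HepG2 CAGA-GFP cells (1000/well, DMEM with 1% FBS) received compound, then TGF-beta at 500 pg/mL final, and were incubated 18 hours at 37 degrees C. Viability was read by CellTiter-Glo luminescence. Media-only wells were set as complete cell-killing and DMSO as no toxicity.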
TGFb inhibitor = qHTS for Inhibitors of TGF-b | actives 1.2% (n = 410,000) | Potency, µM (series often up to 46.1 µM), for the others: top-dose activity, negative = inhibition, hits mostly inhibitors | HepG2 CAGA-GFP TGF-b/SMAD3 reporter, GFP fluorescence, 18 h; TGF-beta stimulated, 500 pg/mL final; further: potency means the concentration at half of the fitted maximal effect; on the % scale 0 is the no-effect control and ±100 the full control effect; nearly all actives have a fitted effect of over 65% in size
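HEPG2 CAGA-GFP, 1000 cells/well; 2 h settle, 37 C; cpd via pin tool; TGF-b 500 pg/mL final; 18 h, 37 C; GFP imaging ex488/em500-530; %Activity normalised to -TGF-b and +DMSO controls; CRC fit, curve class.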
Nrf2 activator = qHTS of Nrf2 Activators | Potency, µM (titrated, usually from 46.1 µM), for the others: at the highest dose activation, actives largely listed as activators | AID 624171, 2012 | actives 0.31% (n = 410,000) | AREc32 ARE-luciferase reporter (MCF7-derived line), luminescence, 24 h; further: potency means the concentration at half of the fitted maximal effect; % of control where 0% means no effect; nearly all actives have a fitted effect of over 65% in size
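Steps: seed AREc32_Fluc cells (1000/well, 5% FBS OPTI-MEM); incubate overnight at 37 deg C; add 23 nL compound; incubate 24 hr; add Steady-Glo; hold 30 min RT; read luminescence.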
CCT modulator = High-Throughput Screening for Modulators of Cytosolic Chaperonin Activity. purified chaperonin ATPase assay, HTRF ADP detection, 30 min. activity change, % (no concentration beside the values), hits read low. actives 0.3% (n = 360,000); in the data active means activity change below about -30%; further: on the % scale 0 is the no-effect control and ±100 the full control effect
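TRiC (40 or 20 nM final, by batch activity) in 30 mM Tris pH 7.4, 100 mM KCl, 5 mM MgCl2, 1 mM DTT was treated with compound at 76 uM single dose, then 10 uM ATP, 30 min at 37 °C. ADP was read by HTRF Transcreener.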
Mm-Cpn inhibitor = Inhibitors of TCP-1 ring complex (TRiC) of Methanococcus maripaludis (MmCpn): qHTS | purified Mm-Cpn ATPase, ADP Transcreener TR-FRET | Potency, µM (top dose mostly 76.9 µM), for inactives: at the top dose activity, negative = inhibition, most hits filed as inhibitors | actives 0.031% (n = 330,000); further: potency means the concentration at half of the fitted maximal effect; on the % scale 0 is the no-effect control and ±100 the full control effect; nearly all actives have a fitted effect of over 80% in size
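Purified archaeal Mm-CPN (25nM final) preincubated 10 min at 37degC with compound, then 10uM ATP for 30 min at 37degC; ADP measured by HTRF Transcreener TR-FRET; buffer 30 mM TRIS pH 7.4, 100mM KCl, 5mM MgCl2, 1mM DTT.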
Nrf2 block = Nrf2 qHTS screen for inhibitors. A549 ARE-Fluc reporter, luciferase luminescence, 18-24 h. Potency, µM (doses to about 46 µM), without a hit: top-dose activity change, negative = inhibition, actives largely listed as inhibitors. actives 2.1% (n = 360,000). AID 504444, 2011; further: potency means the concentration at half of the fitted maximal effect; on the % scale 0 is the no-effect control and ±100 the full control effect; nearly all actives have a fitted effect of over 60% in size
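Nrf2 activity is the BugLite luminescence, read 15 min after reagent at room temperature, following CellTiter-Fluor cytotoxicity readout (30 min, 37C). Compound titrations were applied for 18-24 h to 5000 A549 ARE_Fluc cells/well in 5% FBS OPTI-MEM.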
pAkt inh = HTS Assay for Inhibitors of Akt Phophorylation: Primary Screen. Neuro2A IGF-stimulated pAkt S473 HTRF, 20 min; stronger effect = lower value. activity change, % for hits at 50 µM. actives 0.32% (n = 360,000); in the data active means activity change below about -80%; inconclusive means mostly about -51% to -80%; further: on the % scale 0 is the no-effect control and ±100 the full control effect
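Single-point screen (50 µM final compound) in Neuro2A cells stimulated 20 min with 6 nM IGF at 37 deg C. After lysis, Ser473-phosphorylated Akt read by HTRF (ex 330 nm, em 615/665 nm) as the 665/615 ratio.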
* hit, by the source's call; i = inactive; u = inconclusive; x = not tested or not shown; & = joins results of further samples; [ ] = dose if it differs, or a comment. Unless noted, the call rests on the fitted dose curve; in most records, active means well fitted curve in the direction sought with a large enough effect; inconclusive means small, poorly fitted or top-dose-only effect, or another doubt; inactive means no such curve, though single readings can be large; an effect the other way counts as inactive or inconclusive.

SMILES | Abeta rescue | A549 tox | HepG2 viability | TGFb inhibitor | Nrf2 activator | CCT modulator | Mm-Cpn inhibitor | Nrf2 block | pAkt inh
Cc1sc2ncn(CC(=O)NCC3COc4ccccc4O3)c(=O)c2c1S(=O)(=O)N1CCCCC1 (stereo not given) | -11% | 2% | 10% | 2% | -0.3% | -8.1 | 2% | 28% | i
COc1cc2ncnc(NCc3ccccc3F)c2cc1OC | -3% | -2% | 1% | 6% | -0.7% | 2.0 | 3% | -28% | i
O=[n+]1c2c(n([O-])c3cc(F)c(F)cc31)CCCC2 | 10% | -2% | -2% | -4% | -0.4% | -1.8 | 1% | 6% | i
Cc1nc(-n2cc(F)c(=O)[nH]c2=O)c2nc(C)oc2n1 | 15% | -4% | -18% | -15% | -0.1% | 0.3 | 0% | u | i
COc1ccc(CCNC(=O)C2CCN(S(=O)(=O)N3CC(C)CC(C)C3)CC2)cc1OC (stereo not given) | -14% | 20% | 12% | -14% | -0.1% | -3.3 | 0% | u | i
CCN(CC)c1nc2c(s1)C(=O)NCCC2 | 4% | -4% | -2% | -1% | -0.3% | -0.7 | -1% | -5% | i
Cc1ccnc(NC(=O)c2ccc(S(=O)(=O)c3ccccc3)cc2)c1 | 1% | 10% | -30% | u | 0.7% | -2.3 | -15% | -6% | i
COC(=O)c1ccc(NC(=O)COc2ccc(C3C(C#N)=C(N)Oc4c3ccc3ccccc43)cc2OC)cc1 (stereo not given) | -5% | -22% | -12% | u | -0.6% | -1.2 | -28% | -25% | i
O=c1cc(-c2c(O)c3ccccc3n(Cc3ccccc3)c2=O)[nH][nH]1 | -26% | 0% | -2% | u | -0.1% | -0.2 | -2% | -6% | i
CC1(C)CC(=O)C(C=NC2CCCCC2)=C(O)C1 | 6% | -1% | 3% | -4% | 2.1% | -0.4 | 0% | x | i
CCC(c1nnnn1CCc1ccccc1)N(Cc1ccco1)Cc1cc2cccc(C)c2[nH]c1=O (stereo not given) | 6%[9.22 µM] | -5% | 0% | -12% | 5.7% | 1.0 | 0% | x | i
C=CCOc1cccc(C2/C(=C(\O)c3ccc(F)cc3)C(=O)C(=O)N2CCN(C)C)c1 (stereo not given) | 9% | 2% | -3% | 8% | 2.3% | -0.9 | 2% | 8% | i
COc1ccc(C2CC(=O)N(C)c3ccccc3S2)cc1OC (stereo not given) | 13% | 1% | -3% | 19% | u | -1.9 | -1% | u | i
CCC(C(=O)NCc1ccco1)n1nc(C)n2c(cc3occc32)c1=O (stereo not given) | 0% | 1% | -3% | 0% | 0.4% | -12 | 0% | 3% | i
CCOC(=O)C1=CCC(c2cccc(C)c2)N(S(=O)(=O)c2ccc(C)cc2)C1 (stereo not given) | 2% | x | -16% | u | 4.4% | 0.2 | x | x | i
Cc1ccc(CNc2ncc(-c3ccc4c(c3)OCO4)n2C)cc1 | -4% | x | -27% | -17% | -0.1% | -2.9 | -5% | 12% | i
O=[N+]([O-])c1ccc(Cn2cc(-c3cccc(C(F)(F)F)c3)nn2)cc1 | 5% | -8% | -25%&1% | u | -0.9% | -2.8 | -4% | u | i
COc1ccc(OC)c(NC(=O)[C@@]2(CC(=O)O)CC(/C=C/c3ccccc3)=NO2)c1 | 17% | 5% | 6% | 0% | -0.1% | -4.3 | 1% | 4% | i
S=c1[nH]c2ccc(Cc3ccc4[nH]c(=S)[nH]c4c3)cc2[nH]1 | 5% | -1% | -10% | -11% | -0.1% | 0.2 | -21% | 9% | i
CN(C(=O)COC(=O)Cc1c(F)cccc1Cl)c1c(N)n(Cc2ccccc2)c(=O)[nH]c1=O | 9% | -7% | -3% | -24% | 2.4% | 1.9 | -1% | -12% | i
O=C(Cn1c(=O)n(Cc2ccc3c(c2)OCO3)c(=O)c2ccc(C(=O)NC3CCCCC3)cc21)Nc1ccccc1F | -4% | -1% | -6% | -6% | -0.1% | x | x | -10% | x
CN1c2ccccc2C(O)=C(C(=S)Nc2ccc(Cl)cc2)S1(=O)=O | -91%[inhibitor] | u | -48% | -10% | 0.3% | -0.4 | 0% | u | i
COc1ccc(C)cc1N(CC(=O)N1CCCC1)S(=O)(=O)c1ccccc1 | 22% | -8% | -1% | 0% | 0.2% | -0.9 | 2% | -7% | i
CCN(CC)CCN(C(=O)CCS(=O)(=O)c1ccccc1)c1nc2c(C)cc(C)cc2s1 | -10% | -18% | -56% | u | u | -0.1 | 1% | -20% | i
O=C(NCc1cccc(F)c1)c1ccccc1NC(=O)c1nsc2ccccc12 | -8% | -16% | -38% | -23% | 6.4% | x | x | x | x
O=C(C1CC1(c1ccccc1)c1ccccc1)N1CCOCC1 (stereo not given) | 3% | -5% | 3% | 0% | 0.4% | 0.2 | 3% | 10% | i
CCC(C)(C(=O)NC1CCCCC1)N(Cc1ccco1)C(=O)c1cnccn1 (stereo not given) | -14% | -1% | 0% | -17% | -0.2% | -4.2 | -1% | 2% | i
CNC(=S)N1CCc2cc(OC)c(OC)cc2C1COc1ccc(OC)cc1 (stereo not given) | -6% | 6% | 2% | -1% | 7.0% | -0.8 | -2% | -20% | i
CCOc1cc(-n2ncc(C#N)c2N)nc(SC)n1 | 9% | -3% | -1% | -2% | -0.2% | 0.2 | -1% | 2% | x
CCCNC(=O)c1ccc(SCC(=O)N(CC)CC)c([N+](=O)[O-])c1 | 1% | -4% | 16% | 18% | -0.3% | -1.3 | 1% | 4% | i

Next section, starting with the last 4 of the part before.
SMILES | Abeta rescue | A549 tox | HepG2 viability | TGFb inhibitor | Nrf2 activator | CCT modulator | Mm-Cpn inhibitor | Nrf2 block | pAkt inh
CCC(C)(C(=O)NC1CCCCC1)N(Cc1ccco1)C(=O)c1cnccn1 (stereo not given) | -14% | -1% | 0% | -17% | -0.2% | -4.2 | -1% | 2% | i
CNC(=S)N1CCc2cc(OC)c(OC)cc2C1COc1ccc(OC)cc1 (stereo not given) | -6% | 6% | 2% | -1% | 7.0% | -0.8 | -2% | -20% | i
CCOc1cc(-n2ncc(C#N)c2N)nc(SC)n1 | 9% | -3% | -1% | -2% | -0.2% | 0.2 | -1% | 2% | x
CCCNC(=O)c1ccc(SCC(=O)N(CC)CC)c([N+](=O)[O-])c1 | 1% | -4% | 16% | 18% | -0.3% | -1.3 | 1% | 4% | i
CC1CCCN(S(=O)(=O)c2ccc(NC(=O)CCN3C(=O)c4ccccc4C3=O)cc2)C1 (stereo not given) | -1% | -1% | -5% | -12% | -0.4% | 0.7 | 2% | x | i
O=C(Oc1ccc[nH]c1=O)c1cc([N+](=O)[O-])cc([N+](=O)[O-])c1 | 1% | 1% | -6% | -6% | 2.3% | 0.0 | -2% | -52% | i
CC(=O)NC1=NN(C(C)=O)C(C)(c2cccc([N+](=O)[O-])c2)S1 (stereo not given) | -9% | 1% | -60% | 20% | 0.4% | -3.6 | 0% | 1% | i
COc1ccc(CNc2nc(-c3ccccc3)nn2S(=O)(=O)c2ccccc2)cc1 | -3% | 4% | -2% | -6% | -0.5% | x | x | -8% | x
CC(=O)Nc1ccc(S(=O)(=O)NNC(=O)COc2cccc3ccccc23)cc1 | 7% | 7% | -4% | 0% | 0.0%[9.22 µM] | -1.6 | -1% | 1% | i
CCc1c(C(=O)OC)nnc2cc(C)nn12 | -10% | -3% | -8% | 10% | 0.0% | 1.5 | 1% | 32% | i
OCCCNC(=S)Nc1ccc(Nc2ccccc2)cc1 | -3% | -6% | 17% | 36%[activator] | 0.0% | -5.1 | -4% | u | i
COC(=O)c1ccc(/C=C/C(=O)OCC(=O)c2ccc[nH]2)cc1 | 1% | 3% | 4% | 3% | 0.1% | 0.0 | 0% | 8% | i
Cc1cccc(N(CC(=O)NC2CCCC2)C(=O)CCC(=O)Nc2ccccn2)c1 | -16% | 1% | -3% | 6% | -0.1% | -1.3 | -4% | 2% | i
O=C(NCCCn1ccnc1)C1CCCN(S(=O)(=O)c2cc(Cl)ccc2Cl)C1 (stereo not given) | -18% | 4% | -25% | u | -0.2% | -13 | 1% | -18% | i
COc1cccc(-n2c(=O)c3sc4ccccc4c3n(CC(=O)Nc3cccc(Cl)c3)c2=O)c1 | -3% | -15% | -5% | 7.9µM* | -0.3% | x | x | -14% | x
Fc1ccc(-c2cc(-c3ccccc3)c3c(n2)-c2cc(F)ccc2OC3)cc1 | -14% | 13% | -2% | -1% | -0.6% | x | x | 2% | x
O=c1c2[nH]c3ccc(Br)cc3c2ncn1Cc1ccncc1 | -10% | 4% | 38% | 27% | 2.4% | -4.6 | 1% | -7% | i
CCOc1ccccc1N(CC(=O)NC(C)(C)C)C(=O)Cn1nnc(-c2ccc(C)o2)n1 | -6% | -2% | 13% | -13% | 0.2% | 0.5 | 2% | x | x
CCOC(=O)c1cc(CC)sc1NC(=O)c1cccc(N2C(=O)CCC2=O)c1 | 2% | -8% | 7% | 9% | -0.1% | -2.4 | -3% | 3% | i
COc1cccc(-c2c(C(=O)N/N=C/c3cccs3)nnn2-c2nonc2N)c1 | 10% | -8% | -12% | 1% | 3.9% | -0.8 | 1% | -48% | i

From PubChem
